HTR5A inv ag: counter-screen for OPRM1-OPRD1 inverse agonists: human HTR5A inverse agonism; P47898; HTR5A cell line, luminescence; inhibition, % at 9.3 µM; hit rate 0.083% among 340,000; in the data active = inhibition mostly above about 23%, no sharp cut-off; inactive = mostly below about 18%;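 also: 0% = cells with DMSO and 100% = no-cell wells with DMSO; some compounds called inactive have numbers as strong as hits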
V-ATPase pHluor: alters yeast V-ATPase proton transport; S. cerevisiae, pHLuorin cytosolic pH fluorescence; response, % at 10 µM; hit rate 0.37% among 350,000; in the data active = response mostly above about 7.3%, no sharp cut-off; inactive = mostly below about 5.4%; also: actives read high; inactives centre near 0; some compounds called inactive have numbers as strong as hits; reference of the scale not given here
CDK5 inh: CDK5/p35 (human) kinase inhibition; AID 488839; Q00535+Q15078; hit rate 0.01% among 330,000; Recombinant CDK5/p35, ADP-Glo luminescence, 60 min; inhibition, % at 10 µM;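 active = highest replicate inhibition of at least 50% and at least 75% of replicates reaching 50%; inconclusive = only one of the two criteria met; inactive = both criteria failed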;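 also: plate controls were DMSO neutral control for no effect and GW8510 at 10 µM for full effect; many of its hits are not listed in these tables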
NSD2 HMT inh: inhibitors of human histone methyltransferase NSD2. O96028. NSD2 peptide methylation, AlphaScreen, 120 min. inhibition, % at 12.5 µM. hit rate 0.54% among 310,000. AID 743445; in the data active = inhibition above about 50%
Target sequence (O96028 whole entry, looked up): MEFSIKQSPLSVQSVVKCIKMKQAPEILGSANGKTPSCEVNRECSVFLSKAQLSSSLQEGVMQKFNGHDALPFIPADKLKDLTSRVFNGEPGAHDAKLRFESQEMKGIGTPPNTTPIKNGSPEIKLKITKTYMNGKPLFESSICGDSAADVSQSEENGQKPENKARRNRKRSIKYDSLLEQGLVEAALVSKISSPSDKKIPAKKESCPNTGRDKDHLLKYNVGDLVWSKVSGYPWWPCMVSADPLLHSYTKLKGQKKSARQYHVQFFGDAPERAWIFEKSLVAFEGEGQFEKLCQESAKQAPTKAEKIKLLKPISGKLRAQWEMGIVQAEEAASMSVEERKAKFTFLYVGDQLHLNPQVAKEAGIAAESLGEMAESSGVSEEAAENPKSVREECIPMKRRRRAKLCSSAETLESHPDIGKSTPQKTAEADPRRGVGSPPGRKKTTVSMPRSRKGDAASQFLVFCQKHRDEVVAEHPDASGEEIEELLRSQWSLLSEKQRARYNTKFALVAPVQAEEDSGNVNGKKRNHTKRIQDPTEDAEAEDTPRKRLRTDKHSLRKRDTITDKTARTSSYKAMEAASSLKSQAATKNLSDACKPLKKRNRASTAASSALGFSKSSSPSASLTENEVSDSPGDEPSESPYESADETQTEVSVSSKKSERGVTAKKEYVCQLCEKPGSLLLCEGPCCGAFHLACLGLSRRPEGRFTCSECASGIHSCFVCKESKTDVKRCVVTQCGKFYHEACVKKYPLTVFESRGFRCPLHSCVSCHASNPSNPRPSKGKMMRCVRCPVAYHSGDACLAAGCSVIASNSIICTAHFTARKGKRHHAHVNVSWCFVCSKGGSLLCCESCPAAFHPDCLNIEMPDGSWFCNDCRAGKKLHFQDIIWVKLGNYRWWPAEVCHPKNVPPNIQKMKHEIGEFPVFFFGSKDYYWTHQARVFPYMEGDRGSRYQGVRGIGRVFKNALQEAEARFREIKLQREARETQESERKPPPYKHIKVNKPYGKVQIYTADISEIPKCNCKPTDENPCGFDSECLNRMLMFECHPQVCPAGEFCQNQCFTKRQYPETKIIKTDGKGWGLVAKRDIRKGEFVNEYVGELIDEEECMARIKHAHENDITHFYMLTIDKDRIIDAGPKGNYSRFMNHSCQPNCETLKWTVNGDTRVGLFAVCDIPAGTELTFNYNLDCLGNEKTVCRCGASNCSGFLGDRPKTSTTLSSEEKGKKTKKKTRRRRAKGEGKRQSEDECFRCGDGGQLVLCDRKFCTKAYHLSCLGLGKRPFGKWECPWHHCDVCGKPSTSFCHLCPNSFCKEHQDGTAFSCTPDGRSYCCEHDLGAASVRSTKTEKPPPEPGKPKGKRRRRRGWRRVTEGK
SR-BI HDL uptake: inhibitors of mouse SR-BI mediated HDL lipid uptake. hit rate 0.96% among 320,000. ldlA[mSR-BI] CHO cells, DiI-HDL uptake fluorescence, 3 h. inhibition, % at 12.5 µM;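 active = mean replicate inhibition of at least 70% and a set share of replicates each scoring 70 or more; inconclusive = meets just one of the two criteria; inactive = fails both criteria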;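 also: 0% = median of neutral control wells and 100% = median of positive control wells; values of inactives mirror those of a sister screen read the other way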
dFosB act: enhances mouse delta FosB homodimer DNA binding; P13346; purified delta FosB, TAMRA-CDK5 oligo fluorescence polarization; percent of positive-control signal above neutral wells; activation, % at 25 µM; hit rate 0.99% among 340,000;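 active = mean activation above about 17%, with every replicate also reaching it, limit read from the data, passing the limit was not always enough; inconclusive = only one of the two conditions met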;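 also: fluorescence polarization rise as delta FosB binds a TAMRA Cdk5 AP-1 oligo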
PvdQ acylase: P. aeruginosa PvdQ acylase inhibition. purified PvdQ acylase, fluorescence plate reader. inhibition, % at 10 µM. hit rate 0.063% among 340,000; in the data active = inhibition above about 30%, passing the limit was not always enough; inconclusive = no clear call, values can overlap the other calls;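 also: 0% = vehicle neutral wells and 100% = reference inhibitor wells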
HTR5A ag ctr: activates human HTR5A in OPRM1-OPRD1 agonist counter-screen | P47898 | HTR5A agonist assay, luminescence, cell-based | activation, % at 9.3 µM | hit rate 0.61% among 340,000 | AID 504692; in the data active = activation mostly above about 9.5%, no sharp cut-off; inactive = mostly below about 7.6%;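 also: 0% = cells with vehicle only and 100% = reference agonist; strong numbers were not always called active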
Wnt act: Wnt/beta-catenin pathway activation. Wnt/beta-catenin reporter cell assay, activator, plate reader. activation, % at 9.35 µM. hit rate 1.2% among 300,000. AID 743398; in the data active = activation above about 30%, passing the limit was not always enough; inconclusive = no clear call, values can overlap the other calls;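 also: 0% = neutral control wells and 100% = positive control wells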
MITF TRPM1 HTS: MITF TRPM1 promoter activation in melanoma cells; activation, % at 12.5 µM; hit rate 0.75% among 300,000; SK-MEL-5 TRPM1-promoter luciferase, 24 h; % of positive control, neutral wells = 0;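 active = mean activation of at least 80% with every replicate also reaching 80%; inconclusive = mean reaches 80% but some replicate falls short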;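 also: 0% = neutral control wells and 100% = parthenolide positive control wells; values of inactives mirror those of a sister screen read the other way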
* = called active by the depositor; ? = inconclusive; . = not tested or not shown. Hits appear at their usual frequency; 5% or so of the library scored in one or more.

SMILES	HTR5A inv ag	V-ATPase pHluor	CDK5 inh	NSD2 HMT inh	SR-BI HDL uptake	dFosB act	PvdQ acylase	HTR5A ag ctr	Wnt act	MITF TRPM1 HTS
CCC(NS(=O)(=O)c1c(C)[nH]c(=O)[nH]c1=O)C12CC3CC(CC(C3)C1)C2 (centres undefined)	5.5	2.2	-1.1	0.6	-30.2	-11.7	7.1	0.4	-1.7	6.3
COc1ccc(-c2c[n+]3c(n2-c2ccccc2)SCC3)cc1OC	2.4	-0.9	-1.6	1.3	0.8	-1.4	-13.5	-0.9	0.7	-5.3
O=C(CCCCl)NC1=NN(c2ccccc2)C(=O)C1	1.2	12.4	-1.1	1.8	-14.6	-6.0	-19.5	-0.4	17.7	-2.2
CCc1ccc(CN(C)C(=O)CCc2nnc(COc3ccccc3)o2)cc1	3.9	-0.7	-0.2	.	-2.2	-5.8	-9.0	-1.5	?	49.4
Fc1ccc(Sc2ccccc2CNC2=NCCN2)cc1	8.9	3.8	-2.6	1.1	-1.5	-10.0	-9.2	0.8	-1.5	-4.8
CC(C)n1nc(C(=O)Oc2cccc(Cl)c2Cl)c2ccccc2c1=O	-14.7	-0.9	0.6	-3.4	-14.4	-2.7	5.0	4.4	-0.3	-2.9
CC(=O)c1ccc(NC(=O)CSc2nnc(-c3ccoc3C)n2Cc2ccccc2)cc1	24.6	0.6	-0.4	0.4	32.3	-11.2	-9.7	3.9	4.4	1.1
Cc1cccn2c(=O)c3cc(S(=O)(=O)c4ccccc4)c(=N)n(Cc4ccco4)c3nc12	-30.0	-1.5	-0.7	-0.7	8.4	-12.0	2.3	11.6*	-0.3	-8.8
Cc1ccc(OCC(=O)N/N=C/c2cn(Cc3ccccc3)c3ccccc23)cc1	11.4	1.2	-1.1	4.7	14.7	-1.4	-8.4	3.1	-4.0	-3.2
Clc1cc(Br)ccc1OCCN1CCOCC1	5.8	0.9	-0.1	-0.7	-6.3	-6.5	-1.9	1.0	-1.3	-1.5
COc1ccc(C(=O)N/C(=C\c2cn(S(=O)(=O)N(C)C)c3ccccc23)C(=O)N2CCN(C)CC2)cc1	-1.4	0.6	-4.8	4.0	5.1	-6.3	-9.2	0.4	-0.8	-2.6
O=C1/C(=C\c2ccc(-c3ccccc3Cl)o2)SC(=S)N1CC1CCCO1 (centres undefined)	9.5	3.5	1.1	-3.6	14.6	-2.9	-5.7	-1.9	.	10.7
COc1ccc(CNC(=O)CSc2nnnn2-c2ccc(O)cc2)cc1	-8.1	2.4	1.7	-5.1	-13.5	0.2	3.7	-0.5	-6.5	.
CC1CCCC/C1=N\NS(=O)(=O)c1ccc(Br)cc1 (centres undefined)	-87.0	-1.2	0.2	-6.3	-5.8	4.0	-13.8	11.5*	-5.7	3.7
O=S1(=O)[C@H]2C[C@@H]3C=C[C@@]2(CN1Cc1cccc(C(F)(F)F)c1)O3	4.3	4.1	0.5	.	-15.6	4.8	2.5	3.3	-3.1	11.5
COc1ccc(/C=N/NC(=O)c2cccc(OC(F)(F)C(F)F)c2)cc1O	13.6	1.8	-1.1	1.5	-13.3	-11.2	-4.3	-3.7	0.5	-3.4
COc1cc(/C=N/NC(=O)c2cccc(N3CCCC3=O)c2)ccc1O	-7.5	-0.9	-10.6	6.7	58.8	-3.9	-2.7	3.1	2.9	10.1
Cc1nn(CC(=O)N(C)C2CCS(=O)(=O)C2)c(C)c1[N+](=O)[O-] (centres undefined)	-11.0	-1.8	0.2	43.5	-12.0	1.2	0.8	4.0	-1.6	-3.8
O=C(c1cccc(Oc2c(Cl)cccc2[N+](=O)[O-])c1)N1CCCCC1	-6.1	-1.4	-0.1	0.0	32.4	-3.2	-3.8	-13.7	-1.8	3.5
CC(C)c1ccc(NC(=S)NC2CCN(Cc3ccccc3)CC2)cc1	-19.0	2.5	2.0	0.6	2.4	-2.4	-8.4	5.6	.	-5.0
COc1ccc(OC2OC3COC(C)(C)OC3C(O)C2NC(C)=O)cc1 (centres undefined)	10.0	-5.3	0.5	-1.6	-37.9	2.6	5.9	7.5	-0.8	7.6
CCc1ccc(N2CC(C(=O)N3CCCCCC3)CC2=O)cc1 (centres undefined)	-15.4	-1.8	-1.2	-0.8	-12.4	2.1	-0.2	3.8	-0.9	11.7
CC(=O)Oc1ccc(OC(C)=O)c(S(=O)(=O)c2ccc(C)c(C)c2)c1	-4.4	-0.6	-0.7	-1.9	-5.7	-1.5	-8.5	1.1	-3.1	.
CNc1ccc(/C=C2\COc3ccccc3C2=O)cc1[N+](=O)[O-]	-7.0	-1.3	0.9	-0.5	6.3	-3.5	-2.8	5.7	.	30.6
c1ccc2c(c1)CCN(Cc1nnnn1Cc1ccc3c(c1)OCO3)C2	2.4	2.5	-0.5	-1.6	-2.9	-8.6	-9.0	0.4	.	3.7
COc1cccc(C(=O)NCc2ccc(-c3nc4ccccc4s3)cc2)c1	-22.1	4.8	0.6	29.3	-9.1	0.4	-6.2	8.0	-0.8	44.6
COc1ccc(-c2oc3ncn4nc(Cc5ccccc5)nc4c3c2-c2ccc(OC)cc2)cc1	-11.5	-43.8	0.3	9.3	22.5	1.5	-7.9	-4.3	.	.
COc1cc(OC)c(C(=O)NC23CC4CC(CC(C4)C2)C3)cc1OC	1.1	1.2	-2.0	4.1	10.2	-3.4	-13.9	-0.3	-1.1	.
CCC(c1nnnn1Cc1cccs1)N1CCN(c2nc3ccccc3s2)CC1 (centres undefined)	-1.8	-1.9	0.2	2.5	29.4	-2.9	-0.8	3.6	.	-13.4
COc1ccc(/C=N/Nc2ccc(C(=O)O)cc2)cc1Br	-15.1	3.0	-0.2	-2.7	16.1	4.2	-6.8	5.6	-6.0	-43.9
CC1=NN(c2nc3ccccc3s2)C(O)(C(F)(F)F)C1 (centres undefined)	-1.7	7.1	-1.7	-5.7	18.6	6.8	-18.9	-1.6	0.0	.
C(=N/N1CCN(c2ccccc2)CC1)/c1ccncc1	4.5	8.6	-1.0	0.2	-8.2	-2.9	12.0	-1.8	4.1	11.1
CCCCNC(=O)N(O)C1N(/N=C/c2ccccc2OC)C(=S)SC1(C)C (centres undefined)	7.0	2.8	-1.4	23.3	-96.3	-2.7	-1.0	-1.9	-1.4	.
Cc1cc(NC(=O)COC(=O)CCNS(=O)(=O)c2ccccc2)n(-c2ccccc2)n1	0.9	1.9	0.9	0.0	-7.4	-0.4	-12.6	2.1	-0.6	-5.7
Cc1cccc(N(C(=O)c2csnn2)C(C(=O)NC(C)(C)C)c2cccnc2)c1 (centres undefined)	-12.6	4.0	0.6	0.1	-22.0	0.6	-10.6	2.2	-1.8	3.2
COc1ccc(C(CNC(=O)c2cccc(S(=O)(=O)Nc3ccccc3OC)c2)N2CCCCC2)cc1 (centres undefined)	-2.9	-3.0	-2.6	3.6	6.1	-9.8	-9.3	1.6	-5.8	25.4
COc1ccc(C(=O)NCC(=O)N2CCN(c3ccc(F)cc3)CC2)cc1	10.3	2.8	1.2	3.5	-11.0	-6.3	-12.1	-2.6	-1.2	2.6
CC(NC(=O)COC(=O)CCc1ccccc1)c1ccccc1 (centres undefined)	-8.5	1.1	0.4	0.3	-25.4	-3.4	-6.2	-2.0	.	7.4
Cc1cc(C)n(C(=O)CNC(=O)c2ccc(Cl)cc2Cl)n1	0.3	0.5	0.1	5.6	.	-7.9	-11.9	-0.1	2.0	-7.0
O=C(/C=C/c1cccc([N+](=O)[O-])c1)NCCSCc1ccc(Cl)cc1	13.4	-1.9	-0.6	-1.0	-9.1	-4.0	-4.6	-1.2	-3.1	9.3
CN(C)c1ccc(/C=N/NC(=O)C2CC2c2ccccc2)cc1 (centres undefined)	-2.6	-2.7	-0.1	2.5	-4.1	-6.4	-9.5	-2.5	0.8	0.1
Cc1ccc(NC(=O)COc2coc(CN3CCN(Cc4ccccc4)CC3)cc2=O)cc1	-35.1	-4.1	-0.5	-2.0	0.2	-17.3	9.1	8.9	1.8	-10.0
O=C(O)Cc1ccc(NC(=S)NCc2ccco2)cc1	6.0	-2.9	-1.9	-0.5	-20.6	-2.3	-6.3	-1.8	.	5.3
C=CCOn1c(=O)c(-c2ccc(F)cc2)[n+]([O-])c2ccccc21	-5.1	-1.9	1.2	0.9	-2.9	8.0	-9.7	1.4	27.0	0.5
COc1cc(OC)cc(-c2c(C#Cc3ccsc3)c3cc(-c4ccc(OC)c(F)c4)ccc3n2C)c1	10.0	-1.1	-1.2	.	49.9	-4.2	-13.3	0.3	-3.6	6.6
CCN(CC)S(=O)(=O)c1ccccc1/C=N\O	-3.9	-3.7	0.7	-0.9	1.0	-5.3	8.9	1.4	-4.2	.
CCN(CC)c1ccc(NC(=O)CCNS(=O)(=O)c2ccc3c(c2)CCC(=O)N3)c(C)c1	0.0	-0.2	-0.3	22.9	3.4	-1.1	3.0	-1.1	-7.4	-3.5
CC(C)[C@H](NC(=O)C1(c2ccccc2)CCN(C(=O)OC(C)(C)C)CC1)C(=O)O	-12.3	0.5	-1.4	-3.8	.	-8.0	5.0	4.0	.	.
COc1ccccc1C(=O)OCC(=O)NC(=O)NC1CCCC1	11.9	.	-2.3	-1.1	-22.1	-3.3	-6.3	-3.3	-0.6	-4.3
O=C(CSc1nnc2ccc(-c3ccc(F)cc3)nn12)N1CCOCC1	4.0	-0.8	1.3	-5.1	0.8	-16.0	-11.2	-1.5	-2.3	1.9
Cc1nn(Cc2ccc(Cl)cc2)c(C)c1NC(=O)C1CC=CCC1C(=O)O (centres undefined)	11.1	-4.4	0.7	3.5	-7.2	4.3	-16.7	-4.4	-2.3	-5.1
COc1ccc(Nc2nc(N)nc(CN3CCc4ccccc4C3)n2)cc1	-11.0	-0.9	-0.4	.	12.3	-0.4	-7.6	4.2	0.5	-9.6

From PubChem BioAssay
